TDP1 cell noCPT = qHTS for Inhibitors of human tyrosyl-DNA phosphodiesterase 1 (TDP1): qHTS in cells in absence of CPT | DT40 Tdp1-/- hTDP1 cells, no CPT, ATP luminescence, 48 h | Potency, µM (highest dose often 46.2 µM), for inactives: at the top dose activity change, negative = growth inhibition, hits mostly inhibitors | hit rate 15% among 420,000 | AID 686978, 2013; also: nearly all actives have a fitted effect of over 55% in size
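Stably hTDP1-transfected Tdp1-null chicken DT40 cells were treated with library compounds minus camptothecin and grown for at least 48 hr at 37 °C, after which cellular ATP was quantified by luminescence.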
N370S GC = N370S glucocerebrosidase modulation, Gaucher chaperone candidate; Potency, µM (titrated, usually from 59.4 µM), for the others: at the highest dose activity change, negative = inhibition, usual class: inhibitors; N370S GC spleen homogenate, 4MU-glucoside fluorescence; P04062; AID 2101; hit rate 0.092% among 330,000;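 also: 0% = full enzyme activity and -100% = no enzyme basal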
TDP1 block = TDP1 (human) enzyme inhibition | Q9NUW8 | recombinant TDP1, AlphaScreen DNA substrate cleavage | Potency, µM (doses to about 130 µM), without a hit: top-dose activity change, negative = inhibition, usual class: inhibitors | hit rate 0.28% among 350,000 | AID 485290; also: nearly all actives have a fitted effect of over 40% in size
Target sequence (Q9NUW8 whole entry, looked up): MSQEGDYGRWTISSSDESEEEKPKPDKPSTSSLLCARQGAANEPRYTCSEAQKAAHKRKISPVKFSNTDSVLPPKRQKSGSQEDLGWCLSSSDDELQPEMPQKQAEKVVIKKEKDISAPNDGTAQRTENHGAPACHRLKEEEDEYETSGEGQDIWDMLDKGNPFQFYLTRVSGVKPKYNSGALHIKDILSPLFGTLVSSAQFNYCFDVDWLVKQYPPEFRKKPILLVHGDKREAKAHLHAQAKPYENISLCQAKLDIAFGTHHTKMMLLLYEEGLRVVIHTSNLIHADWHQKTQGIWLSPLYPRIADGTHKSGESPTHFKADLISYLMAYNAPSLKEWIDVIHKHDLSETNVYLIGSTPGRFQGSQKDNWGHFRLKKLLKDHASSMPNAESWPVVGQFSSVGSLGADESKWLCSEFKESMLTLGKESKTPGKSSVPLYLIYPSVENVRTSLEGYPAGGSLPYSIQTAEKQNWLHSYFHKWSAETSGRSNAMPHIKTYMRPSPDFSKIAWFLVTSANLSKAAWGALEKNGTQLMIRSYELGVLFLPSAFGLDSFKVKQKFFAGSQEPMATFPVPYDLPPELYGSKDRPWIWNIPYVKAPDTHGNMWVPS
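Signal: AlphaScreen proximity between streptavidin donor and anti-FITC acceptor beads on intact substrate. Reaction: Tdp1 1 nM, substrate 15 nM final, 5 min RT after 15 min compound preincubation.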
* hit, by the source's call; ? = inconclusive; . = not tested or not shown; [ ] = remark or other dose. Calls follow the shape of the dose curve; as a rule, active = well fitted curve in the direction sought with a large enough effect; inconclusive = small, poorly fitted or top-dose-only effect, or another doubt; inactive = no such curve, though single readings can be large; an effect the other way counts as inactive or inconclusive. Unless noted, % is scaled to controls: 0 for no effect and ±100 for the full control effect; potency is read from the fitted curve at half-maximal effect. This is a subset; rates above refer to the full screens.

SMILES	TDP1 cell noCPT	N370S GC	TDP1 block
COc1ccc(NC(=O)c2cnn(-c3ccc(C)c(C)c3)c2C2CCNCC2)cc1OC	?	.	-4%
OC1(c2ccc(OC(F)F)cc2)CSC(=Nc2cccnc2)N1Cc1ccco1 (configuration not stated)	-88%	-13%	6%
Cc1noc(NC(=O)c2cccc(C(F)(F)F)c2)c1Cl	-23%	-10%	3%
Nc1nc(Cl)cc(NCCc2ccccc2)n1	.	0%	-5%
O=C(c1ccccc1F)N1CCCC(C(=O)N2CCN(c3ccccc3)CC2)C1 (configuration not stated)	-15%	2%	1%
COc1ccc(-c2cc(C(=O)N3CC(C)CC(C)C3)c3ccccc3n2)cc1 (configuration not stated)	21µM*	23%	2%
Cc1ccccc1C(=O)OC(C)CN1CCOCC1 (configuration not stated)	-7%	0%	3%
C=CCNC(=O)COC(=O)c1cc(S(=O)(=O)N2CCOCC2)ccc1N1CCCCC1	-19%	-12%	-1%
COC(C(=O)NNC(=O)Cc1ccc(Cl)cc1)c1ccccc1 (configuration not stated)	7%	3%	-5%
CCOc1ccccc1C(=O)Nc1cnn(Cc2ccc(F)cc2)c1	-20%	12%	8%
COc1ccc(-c2csc(/C(C#N)=C(\O)CSc3nccn3C)n2)cc1OC	15µM*	-20%	4%
CCOCCCNCC(O)c1ccccc1 (configuration not stated)	5%	4%	-3%
COc1nc(NC(C)(C)C)nc(Oc2ccc(=O)n(-c3ccccc3)n2)n1	-25%	-8%	7%
Cc1ccc(S(=O)(=O)Nc2ccccc2/C=N/c2nc3ccccc3n2C)cc1	?	8%	-3%
COc1cc(C(C(=O)NC(C)(C)C)N(Cc2ccccc2)C(=O)c2cnccn2)cc(OC)c1OC (configuration not stated)	-5%	7%	5%
CCC(=O)NNC(=O)c1cc(COc2cc(Cl)cc(Cl)c2)on1	-22%	0%	3%
Cc1cccc(Cn2ccc(N)n2)c1	2%	17%	11%
COc1ccc(OC)c(C(=O)c2coc3ccc(O)c(CN4CCOCC4)c23)c1	?	-3%	-4%
Cc1ccc2oc3c(c(=O)c2c1)C(c1ccc([N+](=O)[O-])cc1)N(CCCN1CCOCC1)C3=O (configuration not stated)	?	.	6%
N#Cc1c(-c2ccccc2F)cc(-c2cccnc2)nc1N	?	?	-6%
CCn1ccnc1CNC(=O)c1ccc(OC2CCN(C(=O)COC)CC2)cc1	10%	-14%	0%
O=C1NC[C@@H](c2ccccc2)OC(=O)[C@H](Cc2ccc(F)cc2)C/C=C\C[C@H]1CC(=O)N(CCO)Cc1ccccc1	16µM*	.	1%
Cc1cccc(Oc2ccccc2NS(=O)(=O)c2ccc(CCC(=O)O)cc2)c1	?	.	?
COc1ccc(N2CCN(C(=O)c3cc(=O)c4cc(Cl)ccc4o3)CC2)cc1	-18%	-1%	.
Cc1ccc(CNC(=O)COC(=O)c2ccc(S(=O)(=O)N3CCOCC3)cc2)cc1	4%	.	0%
COc1ccc(N(C(=O)c2cccc([N+](=O)[O-])c2)S(=O)(=O)c2cccs2)cc1	?	4%	0%
CCc1cc(C(=O)OC)c(NC(=O)CN2CCN(C(=O)C3CCCO3)CC2)s1 (configuration not stated)	-24%	-2%	1%
COc1ccc(C(CC(=O)N2CCCCC2)NC(=O)C(F)(F)F)cc1 (configuration not stated)	-2%	15%	-3%
Cc1c(Cl)cccc1NC(=O)CSc1ncnc2c1cnn2CCO	-1%	-5%	0%
CCc1c(C#N)c(SCCC(=O)Nc2ccc(C)cc2)nc2c1C(=O)CC(C)(C)C2	?	26%	-7%
COc1ccc(-c2noc(CCC(=O)N3CCN(c4ccccc4)CC3)n2)cc1	-22%	.	-5%[56.1 µM]
O=C(COc1ccccc1)Nc1c(C(=O)N2CCC(N3CCCCC3)CC2)oc2ccccc12	?	1%	3%
COC(=O)c1ccc(CO/N=C/c2cccc([N+](=O)[O-])c2)cc1	-11%	-3%	.
C#Cc1cccc(-n2nnc(C(C)=O)c2C)c1	8%	-8%	-3%
COc1cccc(OC)c1OCCOc1ccccc1OC(C)C	?	3%	4%
CC(C)c1ccc(OCC(=O)NCc2ccccc2)cc1	-25%	4%	2%
CCOCCCNC(=O)CNC(=S)N(Cc1ccc(C)cc1)Cc1ccco1	0%	4%	2%
CCCCCn1c(CN2CCCCC2CC)nc2c1c(=O)n(C)c(=O)n2C (configuration not stated)	?	2%	0%
CCn1c(SCC(=O)Nc2ccc(N(C)C)cc2)nnc1-c1ccco1	-4%	2%	5%
CCCN1CCN(CCNC(=O)Nc2ccccc2OCC)CC1	0%	.	0%
CCCCn1nc(C(=O)N2CCN(S(=O)(=O)c3ccccc3)CC2)c2ccccc2c1=O	15µM*	-2%	-8%
CCS(=O)(=O)N1CCN(c2ccc(S(=O)(=O)N3CCOCC3)cc2)CC1	-2%	3%	2%
OC(COc1cccc(OCC(O)CN2CCCC2)c1)CN1CCCC1 (configuration not stated)	3%	-8%	7%
Cc1cccc(C(=O)Nc2cccc3cccnc23)c1	-18%	27%	.
CCn1c(COc2ccc(Cl)cc2Cl)nc2ccccc21	?	.	-10%[12.3 µM]
COc1ccc(C(=O)NCC(=O)OCCOc2ccc(Cl)cc2)cc1OC	-13%	.	-1%
CC(=O)NNc1cc(N2CCOCC2)nc(N2CCOCC2)n1	?	-8%	9%
COc1ccc(CCNS(=O)(=O)c2ccc3[nH]c(=O)[nH]c3c2)cc1	-12%	.	0%
CCOC(=O)c1cc(-c2ccc(C)o2)n[nH]1	?	-15%	4%
COc1cc(-c2nn3c(-c4ccco4)nnc3s2)cc(OC)c1OC	.	2%	-2%
Nn1c(-c2ccccc2)cc(-c2ccccc2)cc1=O	-12%	7%	0%
COCCn1nnnc1C(c1cc2cc(C)cc(C)c2[nH]c1=O)N1CCN(c2ccccc2F)CC1 (configuration not stated)	-23%	2%	-2%
Cc1ccc(S(=O)(=O)N2CCCC2)cc1C(=O)NCc1ccccc1CN1CCCC1	-28%	.	0%
Cc1cc(C=C(C#N)C#N)c(C)n1-c1ccccc1	?	-18%	-2%
Cc1c(Cl)c([N+](=O)[O-])nn1CC(=O)N1CCN(Cc2ccccc2)CC1	-11%	-1%	3%
Cn1c(=O)c2c(nc(NCc3ccco3)n2CC(O)COc2ccccc2)n(C)c1=O (configuration not stated)	9.2µM*	9%	0%
CN1CCN(C(=O)CN(C2CCCCC2)S(=O)(=O)c2ccccc2)CC1	-1%	-1%	5%
CN1CCN(C(=O)c2cc3c(=O)n4ccccc4nc3s2)CC1	-11%	?	4%
COc1cccc(-c2cccc(NC(=O)C3CCN(Cc4cccc(C)n4)CC3)c2)c1	-7%	-18%	1%
CC(=O)c1cccc(N(C(=O)c2csnn2)C(C(=O)NC2CCCC2)c2ccccc2)c1 (configuration not stated)	-21%	-3%	12%[0.0935 µM]

Going on with the list.
SMILES	TDP1 cell noCPT	N370S GC	TDP1 block
O=C(NCc1ccccn1)c1nc(Cn2ccc([N+](=O)[O-])n2)no1	-19%	-4%	-2%
FC(F)(F)c1nnc(-c2ccccc2)nc1Oc1ccc(Cl)cc1Cl	?	1%	-4%
NC(=O)c1c(NC(=O)Cn2nc(C(=O)O)c3ccccc3c2=O)sc2c1CCCC2	?	1%	1%
O=S(=O)(NCc1ccc(Cl)cc1Cl)c1ccc(N2CCOCC2)nc1	-22%	5%	1%
O=C(Nc1ccc(Cl)cn1)c1cccc2ccccc12	5.8µM*	1%	.
COc1ccc(-c2n[nH]c3c2C(c2ccccn2)N(C)C3=O)cc1 (configuration not stated)	-4%	.	7%
COCCNC(=O)C12CC3CC(CC(Cl)(C3)C1)C2	-12%	2%	2%
COc1ccc(NC(=O)c2sc3nc[nH]c(=O)c3c2C)cc1Cl	-19%	.	8%
Cc1cc(=O)oc2cc(OCC(=O)OCc3nnc(-c4ccccc4)o3)ccc12	-7%	7%	8%
COC(=O)[C@@]1(Cc2ccc(OC)cc2)[C@H]2c3cc(C(=O)N4CCCC4)n(Cc4ccc(C(F)(F)F)nc4)c3C[C@H]2CN1C(=O)c1ccccc1	.	-11%	17%
O=C(NCC1CCCN1S(=O)(=O)c1cccs1)c1cccc([N+](=O)[O-])c1 (configuration not stated)	-28%	-3%	.
Cn1nnc(NC(=O)c2cccc(OCc3ccccc3)c2)n1	-22%	-8%	-3%
Cn1nc(C(=O)Nc2c(-c3ccccc3)nc3sccn23)c2ccccc2c1=O	13µM*	-11%	7%
Cc1ccc2nc(SCC(=O)Nc3ccc4c(c3)OCCO4)nc(=O)n2c1	-29%	2%	.
Cc1nc(N2CCOCC2)[nH]c(=O)c1C(O)C(Cl)(Cl)Cl (configuration not stated)	-29%	8%	3%
O=C(CSc1ncn[nH]1)c1ccccc1	-21%	1%	-2%
CCOC(=O)c1nn(-c2ccc(OCC)cc2)c(C)c1C(C)=O	10%	-12%	3%
COc1ccc(NC(=O)CSc2nnc3ccc(-c4ccccn4)nn23)c(OC)c1	?	4%	.
O=C1C2CC=CCC2C(=O)N1c1nc2n(n1)C(c1ccccc1)CC(c1ccccc1)N2 (configuration not stated)	-3%	-9%	6%
COc1ccccc1N1CCN(C(=O)C2CCN(S(=O)(=O)c3ccc(Cl)cc3)CC2)CC1	21µM*	3%	5%

Complete entries from above.
Profile of CCCCCn1c(CN2CCCCC2CC)nc2c1c(=O)n(C)c(=O)n2C (configuration not stated) = TDP1 cell noCPT = ?; N370S GC = 2%; TDP1 block = 0%
Profile of CCOC(=O)c1nn(-c2ccc(OCC)cc2)c(C)c1C(C)=O = TDP1 cell noCPT = 10%; N370S GC = -12%; TDP1 block = 3%

In the list so far, these contain an aryl methoxy group.
SMILES	TDP1 cell noCPT	N370S GC	TDP1 block
COc1ccc(NC(=O)c2cnn(-c3ccc(C)c(C)c3)c2C2CCNCC2)cc1OC	?	.	-4%
COc1ccc(-c2cc(C(=O)N3CC(C)CC(C)C3)c3ccccc3n2)cc1 (configuration not stated)	21µM*	23%	2%
COc1ccc(-c2csc(/C(C#N)=C(\O)CSc3nccn3C)n2)cc1OC	15µM*	-20%	4%
COc1nc(NC(C)(C)C)nc(Oc2ccc(=O)n(-c3ccccc3)n2)n1	-25%	-8%	7%
COc1cc(C(C(=O)NC(C)(C)C)N(Cc2ccccc2)C(=O)c2cnccn2)cc(OC)c1OC (configuration not stated)	-5%	7%	5%
COc1ccc(OC)c(C(=O)c2coc3ccc(O)c(CN4CCOCC4)c23)c1	?	-3%	-4%
COc1ccc(N2CCN(C(=O)c3cc(=O)c4cc(Cl)ccc4o3)CC2)cc1	-18%	-1%	.
COc1ccc(N(C(=O)c2cccc([N+](=O)[O-])c2)S(=O)(=O)c2cccs2)cc1	?	4%	0%
COc1ccc(C(CC(=O)N2CCCCC2)NC(=O)C(F)(F)F)cc1 (configuration not stated)	-2%	15%	-3%
COc1ccc(-c2noc(CCC(=O)N3CCN(c4ccccc4)CC3)n2)cc1	-22%	.	-5%[56.1 µM]
COc1cccc(OC)c1OCCOc1ccccc1OC(C)C	?	3%	4%
COc1ccc(C(=O)NCC(=O)OCCOc2ccc(Cl)cc2)cc1OC	-13%	.	-1%
COc1ccc(CCNS(=O)(=O)c2ccc3[nH]c(=O)[nH]c3c2)cc1	-12%	.	0%
COc1cc(-c2nn3c(-c4ccco4)nnc3s2)cc(OC)c1OC	.	2%	-2%
COc1cccc(-c2cccc(NC(=O)C3CCN(Cc4cccc(C)n4)CC3)c2)c1	-7%	-18%	1%
COc1ccc(-c2n[nH]c3c2C(c2ccccn2)N(C)C3=O)cc1 (configuration not stated)	-4%	.	7%
COc1ccc(NC(=O)c2sc3nc[nH]c(=O)c3c2C)cc1Cl	-19%	.	8%
COC(=O)[C@@]1(Cc2ccc(OC)cc2)[C@H]2c3cc(C(=O)N4CCCC4)n(Cc4ccc(C(F)(F)F)nc4)c3C[C@H]2CN1C(=O)c1ccccc1	.	-11%	17%
COc1ccc(NC(=O)CSc2nnc3ccc(-c4ccccn4)nn23)c(OC)c1	?	4%	.
COc1ccccc1N1CCN(C(=O)C2CCN(S(=O)(=O)c3ccc(Cl)cc3)CC2)CC1	21µM*	3%	5%
